Screening data deposited in PubChem by National Center for Advancing Translational Sciences (NCATS).
Akt phos inh = Akt phosphorylation inhibition; Neuro2A IGF-stimulated pAkt S473 HTRF, 20 min; active compounds read low; activity change, % for hits at 50 µM; 360,000 tested, 0.32% active; in the data active means activity change below about -80%; inconclusive means mostly about -51% to -80%; further: on the % scale 0 is the no-effect control and ±100 the full control effect
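Neuro2A cells in DMEM with 0.5% FBS, overnight at 37 deg C, given compound at single 50 µM final, then IGF (6 nM final) for 20 min at 37 deg C. Lysed; phospho-Akt Ser473 by HTRF after 24 h, 665/615 ratio.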
PTHR1 ag = agonists of human PTHR1 parathyroid hormone receptor | HEK293 GP2 PTHR1 cells, GloSensor cAMP luminescence, 1 h | Q03431 | 410,000 tested, 0.075% active | Potency, µM (highest dose often 115 µM), for inactives: at the highest dose activation, usual class: activators | AID 743266; further: potency means the concentration at half of the fitted maximal effect; nearly all actives have a fitted effect of over 55% in size; some results filed as inactive show a strong effect at the top dose; inactives centre near -15; many of its hits are not listed in these tables
Target sequence (Q03431 whole entry, looked up): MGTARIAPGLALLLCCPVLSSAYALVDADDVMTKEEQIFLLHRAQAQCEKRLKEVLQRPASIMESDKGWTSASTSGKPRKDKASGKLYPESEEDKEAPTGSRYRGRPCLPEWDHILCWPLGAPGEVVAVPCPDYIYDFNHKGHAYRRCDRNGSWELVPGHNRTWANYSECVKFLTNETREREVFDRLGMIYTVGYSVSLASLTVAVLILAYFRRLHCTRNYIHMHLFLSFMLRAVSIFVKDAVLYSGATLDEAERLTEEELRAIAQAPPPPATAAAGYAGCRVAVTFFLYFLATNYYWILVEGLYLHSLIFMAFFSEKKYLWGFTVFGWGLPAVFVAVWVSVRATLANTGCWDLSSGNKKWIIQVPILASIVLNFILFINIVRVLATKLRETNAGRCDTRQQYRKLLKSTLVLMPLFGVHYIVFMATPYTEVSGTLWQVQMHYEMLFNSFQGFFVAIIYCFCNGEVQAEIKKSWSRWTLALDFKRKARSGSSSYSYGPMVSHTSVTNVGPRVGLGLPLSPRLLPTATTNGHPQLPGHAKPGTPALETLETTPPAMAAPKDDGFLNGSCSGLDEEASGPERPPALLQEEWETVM
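HEK-293-derived GP2 cells expressing PTHR1 and a GloSensor cAMP reporter, 3,000/well, plated overnight, given luciferin plus IBMX (each 0.5 mM as added) for 1 h at 37 °C, then compound for 1 h at 37 °C. Luminescence was read after 15 min at room temperature.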
CCT chaperon mod = changes cytosolic chaperonin activity; purified chaperonin ATPase assay, HTRF ADP detection, 30 min; activity change, % (concentration not given with the values), hits read low; 360,000 tested, 0.3% active; AID 651819; in the data active means activity change below about -30%; further: on the % scale 0 is the no-effect control and ±100 the full control effect
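ATPase activity: ADP formed was measured by HTRF Transcreener (665/615 nm ratio) after 30 min at 37 deg C with 10 uM ATP. Compounds screened at one 76 uM concentration against 40 or 20 nM TRiC in Tris pH 7.4/KCl/MgCl2/DTT buffer.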
DRD3 antagonist = D3 dopamine receptor (human) antagonism. P35462. D3R cells, DiscoveRx beta-arrestin luminescence, antagonist mode; active compounds read low. 360,000 tested, 2.5% active. max response, negative = inhibition, %; in the data active means max response below about -50%; inconclusive means no clear call, values can overlap the other calls; further: on the % scale 0 is the no-effect control and ±100 the full control effect; mostly tested at two doses, the higher about 12 µM
Target sequence (P35462 whole entry, looked up): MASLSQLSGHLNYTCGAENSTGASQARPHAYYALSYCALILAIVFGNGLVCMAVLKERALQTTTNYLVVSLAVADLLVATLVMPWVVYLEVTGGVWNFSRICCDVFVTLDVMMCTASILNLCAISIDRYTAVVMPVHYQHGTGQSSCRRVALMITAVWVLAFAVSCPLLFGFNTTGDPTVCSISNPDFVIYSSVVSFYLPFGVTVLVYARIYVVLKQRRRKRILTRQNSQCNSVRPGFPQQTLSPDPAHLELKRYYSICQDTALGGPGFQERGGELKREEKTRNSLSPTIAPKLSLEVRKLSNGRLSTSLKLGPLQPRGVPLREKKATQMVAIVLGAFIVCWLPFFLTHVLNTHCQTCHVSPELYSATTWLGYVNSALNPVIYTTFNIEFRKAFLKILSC
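Cells expressing the human receptor were seeded at 1500 cells/well, incubated overnight at 37 degrees C in 5% CO2, then exposed to library compounds with dopamine controls for 90 minutes at 37 degrees C before luminescent detection.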
EPAC2 ag = agonists of human EPAC2 (RAPGEF4). Q8WZA2. EPAC2 activation, biochemical qHTS; response scale: 100% = 6.5 mM cAMP response. Potency, µM (top dose mostly 154 µM), without a hit: at the highest dose activation, usual class: activators. 360,000 tested, 0.079% active. AID 720711; further: potency means the concentration at half of the fitted maximal effect; nearly all actives have a fitted effect of over 50% in size
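Fluorescence exchange assay: 100 nM EPAC2 with 250 nM RAP1B-BODIPY-GDP and 50 uM GDP; compounds tested as a concentration-titration series (qHTS). Loss of Rap1-bound BODIPY-GDP fluorescence read at 480/540 nm; data normalized to 6.5 mM cAMP.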
EPAC2 antag = EPAC2 (human) antagonism; EPAC2 GEF exchange of Rap1B-BODIPY-GDP, fluorescence; Q8WZA2; Potency, µM (highest dose often 114 µM), for the others: at the highest dose activity, negative = inhibition, hits mostly inhibitors; 360,000 tested, 0.18% active; further: potency means the concentration at half of the fitted maximal effect; on the % scale 0 is the no-effect control and ±100 the full control effect; nearly all actives have a fitted effect of over 45% in size; many of its hits are not listed in these tables
MmCpn inh = inhibitors of Methanococcus maripaludis chaperonin (MmCpn); purified Mm-Cpn ATPase, ADP Transcreener TR-FRET; Potency, µM (top dose mostly 76.9 µM), for the others: at the top dose activity, negative = inhibition, most hits filed as inhibitors; 330,000 tested, 0.031% active; AID 504842; further: potency means the concentration at half of the fitted maximal effect; on the % scale 0 is the no-effect control and ±100 the full control effect; nearly all actives have a fitted effect of over 80% in size
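Purified archaeal chaperonin (25 nM final) was preincubated with compound for 10 min at 37°C, then ATP (10 uM final) was added for 30 min at 37°C in Tris pH 7.4/KCl/MgCl2/DTT buffer. ADP was quantified by HTRF Transcreener TR-FRET.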
DRD3 agonist = activates the human D3 dopamine receptor; P35462; AID 652048; D3R DiscoveRx beta-arrestin cells, luminescence, 90 min; 410,000 tested, 0.58% active; max activation, %; in the data active means max activation above about 30%; further: 0% is about no effect; mostly tested at two doses, the higher about 12 µM
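Agonist-mode cell screen: cells plated at 1500/well and incubated overnight at 37 °C, then exposed to library compounds for 90 min at 37 °C. Detection reagent was added for 30–60 min at room temperature, and luminescence was read.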
Active calls of the source: *; i = inactive; ? = inconclusive; nt = not tested or not shown; [ ] = remark or other dose. Unless noted, the call rests on the fitted dose curve; in most records, active means well fitted curve in the direction sought with a large enough effect; inconclusive means small, poorly fitted or top-dose-only effect, or another doubt; inactive means no such curve, though single readings can be large; an effect the other way counts as inactive or inconclusive. This is a subset; count on the stated rates, not on these rows.

SMILES	Akt phos inh	PTHR1 ag	CCT chaperon mod	DRD3 antagonist	EPAC2 ag	EPAC2 antag	MmCpn inh	DRD3 agonist
Fc1ccc(OCc2nc(-c3cccs3)no2)cc1	i	-20.4%	-3.1	-2.2	4.0%	-13.7%	3.1%	0.7
O=C(C[C@H]1C/C=C\C[C@@H](Cc2ccc(F)cc2)C(=O)O[C@@H](c2ccccc2)CNC1=O)NCCO	i	-9.4%	0.2	17.8	-13.4%	2.6%	2.4%	8.4
Cn1nc(C(F)(F)F)c(/C=N/OC(=O)c2ccccc2)c1SCc1ccc(Cl)cc1	i	-6.7%[57.5 µM]	-2.6	38.5	-0.6%	5.1%[57.1 µM]	1.2%	2.5
COc1ccc(OC)c2c1sc(=NC(=O)C1CCCCC1)n2C	i	i	-1.7	18.5	-0.1%	4.2%	?	19.8
Fc1ccccc1/C=C1\CCCC2=C1Nc1nnnn1C2c1ccccc1F (stereo not given)	i	-11.6%	-2.0	-17.9	-1.0%	3.2%	-0.1%	-3.2
Cc1onc(-c2c(F)cccc2Cl)c1C(=O)NCc1cccs1	i	i	1.0	-12.6	2.7%	-0.3%	-1.4%	-12.3
O=S(=O)(c1ccc(Cl)s1)N1CCC2(CC1)OCCO2	i	-9.0%	-2.7	-30.0	7.8%	4.4%	0.6%	-2.0
Cc1ccc(NC(=O)c2cc(NC(=O)c3ccccc3C(=O)O)ccc2N2CCCCC2)cc1	i	-11.4%	-0.7	7.4	0.4%	-17.6%	1.9%	1.4
CC1NC(=O)N(C)C2NC(=O)N(C)C(c3ccccc3)C12 (stereo not given)	i	i	-1.0	12.0	-4.1%	17.0%	-0.7%	-6.1
O=C(NCc1cccnc1)Nc1ccccc1C(F)(F)F	i	i	-2.2	24.6	3.9%	15.6%	-0.4%	3.3
O=C(CCC1CCCN(C(=O)c2cncs2)C1)NCc1ccc(F)c(F)c1 (stereo not given)	i	-0.6%	-1.1	6.7	9.5%	2.6%	1.5%	0.2
COc1ccc(-c2nc3ccccc3s2)cc1	i	-43.9%[inhibitor]	0.7	23.8	-3.5%	-9.9%	-2.1%	1.9
Nc1ccc(S(=O)(=O)Nc2nccc(/C=C/c3cccc([N+](=O)[O-])c3)n2)cc1	i	i	0.3	17.3	0.0%	-1.2%	nt	0.2
Cc1ccc(-n2c(C)cc(C3N=C(N)Nc4nc5ccccc5n43)c2C)c(C)c1 (stereo not given)	i	-1.6%[57.5 µM]	-3.2	-8.7	10.4%	-23.3%	-5.5%	-16.7
Cc1ccc2[nH]c(=O)c(CN(CC3COCCO3)C(=O)Nc3ccccc3C)cc2c1 (stereo not given)	i	0.5%	-3.8	-8.3	9.8%	-16.1%	0.1%	-2.6
O=C(NCc1ccc2c(c1)OCO2)c1cc(-c2ccncc2)nc2ccccc12	i	-12.9%	-0.3	5.0	-13.5%	-6.9%	0.2%	-8.6
CCc1ccccc1NC(=O)C1CC(c2ccc(OC)cc2)=NO1 (stereo not given)	i	i	-0.3	-1.0	12.3%	-4.8%	-1.7%	-0.6
Fc1ccc(N/N=C/C=C/c2ccccc2)c(F)c1	i	-12.1%	-3.7	-6.7	5.9%	-6.5%	-2.4%	-13.0
COc1cc(C#N)ccc1OCC(=O)Nc1ccc(C)c(S(=O)(=O)N2CCOCC2)c1	i	-57.3%[inhibitor]	-1.1	0.7	8.1%	-1.8%	-1.9%	5.6
CCOC(=O)c1csc(NC(=O)c2ccccc2)n1	i	-33.5%	-4.1	7.4	2.1%	-3.5%	-2.7%	1.4
COc1ccc(-c2nnc(SCc3cccnc3)o2)cc1	i	-25.8%	-0.8	-17.8	6.0%	2.5%	-1.6%	-0.2
Cc1cc(OC(=O)c2ccccc2Cl)ccc1N1C(=O)CCC1=O	i	-17.4%	3.1	3.0	1.0%	-6.7%	2.3%	-1.0
CC1(C(=O)NS(=O)(=O)c2ccccc2Cl)CCN1C(=O)c1cccc(F)c1 (stereo not given)	i	-23.9%	-2.6	?	9.5%	3.5%	nt	0.2
O=C(NNC1=Nc2ccccc2SC1)c1ccccc1F	i	-82.3%[inhibitor]	0.5	0.0	7.5%	-7.4%	-2.3%	-11.2

Given comma-delimited: 2 of the compounds above.
canonical_smiles,Akt phos inh,PTHR1 ag,CCT chaperon mod,DRD3 antagonist,EPAC2 ag,EPAC2 antag,MmCpn inh,DRD3 agonist
CC1(C(=O)NS(=O)(=O)c2ccccc2Cl)CCN1C(=O)c1cccc(F)c1 (stereo not given),i,-23.9%,-2.6,?,9.5%,3.5%,nt,0.2
O=C(NNC1=Nc2ccccc2SC1)c1ccccc1F,i,-82.3%[inhibitor],0.5,0.0,7.5%,-7.4%,-2.3%,-11.2

New compounds follow:
SMILES	Akt phos inh	PTHR1 ag	CCT chaperon mod	DRD3 antagonist	EPAC2 ag	EPAC2 antag	MmCpn inh	DRD3 agonist
O=C(COC(=O)Cc1ccccc1[N+](=O)[O-])NNC(=O)c1ccc([N+](=O)[O-])cc1	i	-12.8%	0.8	-27.0	1.4%	-5.5%	-4.3%	-5.5
Cc1cc(Cl)ccc1-c1cc2nc(NCCCN(C)C)n(C)c(=O)c2s1	i	-0.6%	-1.2	-18.7	1.1%	-10.4%	nt	-8.3
CN[C@@H](C)C(=O)NC[C@H]1O[C@@H](n2cnc3c(N)ncnc32)[C@H](O)[C@@H]1O	i	i	0.7	26.9	3.6%	3.3%	-0.1%	9.7
O=C(Nc1cccc2ccccc12)C1CCN(C(=O)NCc2ccccc2)CC1	i	-5.7%[57.5 µM]	0.0	?	-0.6%	9.4%	2.7%	-6.2
COc1ccc(-c2nn(C)c3sc(C(=O)NCc4ccco4)cc23)cc1OC	i	i	-2.0	14.2	-1.0%	8.5%	-6.0%	2.0
N#Cc1c(-c2ccccc2)nc(N2CCN(Cc3ccccc3)CC2)[nH]c1=O	i	6.8%	1.1	1.7	-1.3%	9.7%	-3.2%	-6.9
Cc1ccc2[nH]c3c(=O)n(CC(=O)N4CCN(C)CC4)ncc3c2c1	nt	i	1.4	19.3	9.2%	1.5%	1.8%	0.2
CC1CN(C(=O)Cn2cc(S(=O)(=O)CC(=O)N(C)c3ccccc3)c3ccccc32)CC(C)O1 (stereo not given)	i	i	1.8	1.3	0.7%	2.9%	-1.8%	2.2
Clc1ccc(-c2cc(CN3CCCCC3)no2)cc1Cl	i	-19.6%	-1.2	-14.6	21.4%	-12.4%	-3.8%	-21.5
CN1CCC(=NNC(=O)CN(c2cccc(Br)c2)S(C)(=O)=O)CC1	i	i	-1.0	0.0	-0.5%	8.6%	0.9%	-5.2
Cc1cc(Oc2ccc(Cl)cc2)nc(-c2ccccc2O)n1	nt	i	-1.9	12.2	-0.4%[15.6 µM]	-28.7%	0.7%	-4.7
COc1ccc(CC(=O)OC(C)CN2CCCCC2)cc1 (stereo not given)	i	i	-0.8	-19.2	12.9%	-4.1%	-2.0%	-8.8
O=C(CNCc1ccco1)Nc1cccc(S(=O)(=O)N2CCCCC2)c1	i	i	-3.6	?	8.2%	4.0%	-11.5%	-11.8
CCOC(=O)c1c(-c2ccccc2)nc2ccc(Cl)cn12	i	-15.3%	0.2	7.2	-3.1%	2.4%	1.1%	4.7
COC(=O)c1ccc(NC(=O)CSc2nncn2-c2ccccn2)cc1	i	-19.5%	0.0	0.3	12.7%	-12.7%	-2.9%	-3.3
COc1nc(OC)nc(N2CCC(NC(=O)C(Cc3ccc(C(C)C)cc3)NC(C)=O)CC2)n1 (stereo not given)	i	i	-1.0	-16.2	2.0%	-1.2%	0.6%	-4.7
Cc1nc(CNC(=O)C2CCC(=O)N(CCc3ccc(Cl)cc3)C2)sc1C (stereo not given)	i	-66.1%[inhibitor]	-2.4	-20.4	19.3%	7.1%	-0.3%	-3.9
O=C(Nc1ccc(Cl)c(S(=O)(=O)N2CCOCC2)c1)c1ccc(Cl)nc1	i	-57.1%	-3.4	-7.2	-1.2%	-13.6%	2.6%	2.8
CCOC(=O)c1oc2nc3c(cc2c1N)CCCC3	i	-11.5%	-0.1	?	-11.2%	9.9%	-6.4%	9.9
COCCCNC(=O)C1CCN(c2nc(C)cc(C)n2)CC1	i	i	-0.9	-3.4	-5.9%	-3.1%	1.0%	4.4
C=CCn1c2ccccc2c2nnc(SCc3[nH]c(=O)[nH]c3C(=O)CCCCC(=O)OCC)nc21	i	i	1.5	-5.1	-10.1%	-4.4%	-0.7%	5.2
N#CC1(NC(=O)COC(=O)CNC(=O)c2sc3ccccc3c2Cl)CCCCC1	i	i	1.6	0.9	1.8%	-22.9%	-11.0%	-0.8
O=C(O)/C=C/c1cn(Cc2ccccc2)nc1-c1cccs1	i	i	-6.5	-5.4	7.3%	4.6%	0.0%	-2.4
O=C(OCn1nnc2ccccc2c1=O)C1=COCCO1	i	i	0.4	8.4	-4.2%	1.5%	-1.3%	-4.0
Cn1cc(C(=O)N/N=C/c2cccc(O)c2)ccc1=O	i	i	-3.0	-0.8	9.0%	-1.5%	-0.6%	-3.4
CCOC(=O)C1C(=O)C(=O)N(C(C)C)C1C(=O)OCC (stereo not given)	i	-0.1%	0.2	-5.0	10.4%	8.6%	nt	15.7
CN1C(=O)/C(=C/c2cccc([N+](=O)[O-])c2)C(=O)N1c1ccccc1	i	-6.1%	-18.1	?	3.9%	9.4%	2.5%	-8.6
COc1cccc(NC(=O)C2CCN(S(=O)(=O)c3ccc4c(c3)N(C(C)=O)CCO4)CC2)c1	i	-16.9%	-2.0	-13.2	10.3%	13.1%	0.8%	-3.8
O=C(Nc1ccc(Cl)cc1)c1cc2nc(C3CC3)cc(C(F)(F)F)n2n1	i	i	2.0	-15.7	-3.2%	-3.4%	-1.3%	12.6
Cc1ccc(NC(=O)CNC(C)c2ccccc2)cc1 (stereo not given)	i	-11.9%	-12.6	?	1.2%	3.5%	0.1%	-10.9
CCc1nc2c(OCCc3cccc(OC)c3)cccn2c1N(C)C(=O)c1ccc(C)cc1	i	-16.8%	1.0	-6.7	-2.5%	-12.3%	nt	-5.2
NS(=O)(=O)c1ccc(N/N=C/c2ccncc2)cc1	i	i	-1.0	0.6	2.9%	?	2.4%	3.3
CN(c1ccc(C(=O)NCc2ccccn2)cc1)S(C)(=O)=O	i	15.8%[57.5 µM]	-3.7	-115.8*	5.6%	4.9%	-3.7%	-12.6
